Assay outcomes (PubChem BioAssay)
PP1 inh – blocks human PP1-alpha phosphatase, a PP5 counter-screen. 320,000 compounds, 0.9% hits. AID 2235. inhibition, % at 6.7 µM. purified PP1alpha, OMFP fluorescence;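 active = inhibition above the mean inhibition of all tested compounds plus 3 SD, computed separately for each screening campaign, cut at about 15% in these data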
Target sequence (P62136 whole entry, looked up): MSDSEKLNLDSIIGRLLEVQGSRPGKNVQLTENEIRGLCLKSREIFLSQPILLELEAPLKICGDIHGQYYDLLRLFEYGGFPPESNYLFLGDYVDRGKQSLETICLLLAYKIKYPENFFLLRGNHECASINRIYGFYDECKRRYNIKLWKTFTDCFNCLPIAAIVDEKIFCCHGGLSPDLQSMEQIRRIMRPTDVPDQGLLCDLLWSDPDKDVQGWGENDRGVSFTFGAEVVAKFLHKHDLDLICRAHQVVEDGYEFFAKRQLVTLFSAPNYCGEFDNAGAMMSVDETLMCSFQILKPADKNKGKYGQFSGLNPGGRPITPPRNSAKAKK
core dimer inh – blocks dimerization of HCV core protein; inhibition, % at 5 µM; 300,000 compounds, 0.33% hits; AID 1899; TR-FRET GST/Flag-core106 dimerization, 1536-well;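 active = inhibition above the mean of all tested compounds plus 3 SD, set per screening campaign, cut at about 45% in these data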
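test system = GST/Flag-tagged HCV core106 proteins | probe or stimulus = Eu donor and XL665 acceptor anti-tag antibodies | times = compound-protein-antibody incubation 4 h at 22.5 °C | signal = TR-FRET, excitation 340 nm, emission 617 and 671 nm | measure = percent inhibition of core106 dimerization signal | controls = wells lacking GST-core106 and wells with excess unlabelled core106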
procasp3 activ – activators of human procaspase-3. P42574. recombinant procaspase-3 D3A, Ac-DEVD-pNA absorbance 405 nm. activation, % at 8.5 µM. 330,000 compounds, 0.11% hits. AID 463141;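 active = activation above the mean of all tested compounds plus 3 SD, cut at about 21% in these data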;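 note: 0% = DMSO alone and 100% = DMSO wells spiked with extra 5 µM PC-3 D3A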
Target sequence (P42574 whole entry D9A/D28A/D175A): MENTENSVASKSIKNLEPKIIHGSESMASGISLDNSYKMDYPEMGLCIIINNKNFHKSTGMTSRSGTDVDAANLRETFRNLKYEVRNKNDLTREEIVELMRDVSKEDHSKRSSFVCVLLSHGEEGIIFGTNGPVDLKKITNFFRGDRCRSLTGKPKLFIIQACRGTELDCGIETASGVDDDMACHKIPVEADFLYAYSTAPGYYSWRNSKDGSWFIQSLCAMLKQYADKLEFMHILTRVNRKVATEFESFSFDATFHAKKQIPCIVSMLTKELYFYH
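System: Procaspase-3 D3A mutant. Medium: Zinc-free 300 mM NaCl, 50 mM HEPES, 0.01% Triton X-100. Schedule: 1 h preincubation plus 2 h reaction at 25 °C. Measured by: 405 nm absorbance of p-nitroaniline, reads at 0 and 120 min. Read-out: percent activation relative to control range.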
PP5 inh – inhibitors of human protein phosphatase 5 (PP5). P53041. purified PP5c, OMFP substrate fluorescence. inhibition, % at 6.7 µM. 320,000 compounds, 0.18% hits. AID 1987;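 active = inhibition above the campaign's mean inhibition across all tested compounds plus 3 SD, cut at about 9.5% in these data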;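 note: 0% = DMSO only and 100% = 100 µM cantharidin control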
Target sequence (P53041 whole entry, looked up): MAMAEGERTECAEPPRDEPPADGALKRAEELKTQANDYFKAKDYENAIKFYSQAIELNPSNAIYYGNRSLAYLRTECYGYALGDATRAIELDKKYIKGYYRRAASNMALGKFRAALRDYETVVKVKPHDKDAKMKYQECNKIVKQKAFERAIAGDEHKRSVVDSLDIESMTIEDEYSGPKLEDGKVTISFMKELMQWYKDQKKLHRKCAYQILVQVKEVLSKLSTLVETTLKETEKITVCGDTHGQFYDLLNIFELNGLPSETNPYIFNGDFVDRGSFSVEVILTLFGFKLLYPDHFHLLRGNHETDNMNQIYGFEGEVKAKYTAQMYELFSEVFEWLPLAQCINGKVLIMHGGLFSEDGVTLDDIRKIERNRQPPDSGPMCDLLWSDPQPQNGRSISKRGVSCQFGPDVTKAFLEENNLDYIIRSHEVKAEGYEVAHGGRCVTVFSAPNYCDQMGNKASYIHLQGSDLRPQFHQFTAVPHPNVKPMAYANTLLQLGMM
AHR activator – human AHR activation; P35869; AHR-responsive luciferase reporter cells, luminescence; activation, % at 5 µM; 320,000 compounds, 2.5% hits; AID 2796; in the data active = activation above about 47%;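 note: 0% = vehicle wells and 100% = reference agonist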
proCasp7 act – activates human procaspase-7, counter-screen for procaspase-3 activators; P55210; recombinant procaspase-7, Ac-DEVD-pNA absorbance 405 nm; D23A/D198A/D206A triple mutant, cannot self-cleave; scale: DMSO 0, 5 µM enzyme 100; activation, % at 8.5 µM; 330,000 compounds, 0.093% hits; AID 463210;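 active = percent activation above the screen-wide mean plus 3 SD, cut at about 25% in these data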
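Detection: p-Nitroaniline absorbance at 405 nm, read at 0 and 120 min; system: Uncleavable procaspase-7 mutant enzyme; evaluation: % activation from two-timepoint absorbance difference, scaled to controls; times: 1 h enzyme–compound preincubation and 2 h substrate reaction, both 25 °C; buffer or medium: Zinc-free HEPES pH 7.4 with 300 mM NaCl, 0.01% Triton X-100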
TPT1 inhibitor – inhibitors of Candida albicans tRNA 2'-phosphotransferase TPT1 | inhibition, % at 5 µM | recombinant caTPT1, FP RNA substrate dephosphorylation | 300,000 compounds, 0.81% hits;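 active = inhibition above the mean of all tested compounds plus 3 SD, set per screening campaign, cut at about 24% in these data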;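 note: plate controls were DMSO alone for no effect and ferristatin control at 100 nM for full effect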
PAFAH2 inh – PAFAH2 (human) inhibition; 340,000 compounds, 0.99% hits; recombinant PAFAH2, FP-rhodamine activity probe, fluorescence polarization; inhibition, % at 3.39 µM; Q99487;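 active = inhibition above the mean over all tested compounds plus 3 SD, cut at about 30% in these data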;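 note: inhibitors block probe labeling of enzyme so polarization drops; 0% = enzyme with DMSO and 100% = wells lacking PAFAH2 protein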
Fh CTSL1 inh – blocks F. hepatica cathepsin L1 in PFM18AAP counter-screen; recombinant F. hepatica cathepsin L1, Z-Leu-Arg-MCA fluorescence; 300,000 compounds, 0.49% hits; inhibition, % at 5.96 µM;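 active = inhibition above the mean of all tested compounds plus 3 SD, set per screening campaign, cut at about 17% in these data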;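 note: 0% = plate median of test compound wells and 100% = 1 µM Z-Phe-Ala-diazomethylketone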
* marks the source's active call; other numbers are inactive results; · = no result given.

SMILES | PP1 inh | core dimer inh | procasp3 activ | PP5 inh | AHR activator | proCasp7 act | TPT1 inhibitor | PAFAH2 inh | Fh CTSL1 inh
O=[N+]([O-])c1ccc(N2CCN(C(=S)NC3CCCCC3)CC2)cc1 | -2 | 9 | -6 | 0.9 | -7 | -13 | -2 | -1 | -6
CC(=O)Nc1ccc2c(c1)C(=O)c1ccccc1C2=O | 0 | 6 | -1 | 1.6 | 152* | -2 | 0 | 5 | 0
CCOC(=O)c1cccc(OC(=O)CCNC(=O)c2ccc(Cl)cc2)c1 | 5 | · | 4 | 1.8 | 0 | 10 | · | 0 | ·
CCCCOC(=O)c1ccc(NC(=O)CSc2nncn2C)cc1 | 0 | 9 | -7 | 1.4 | 5 | 6 | 3 | 5 | 2
COc1c(F)c(F)c(C(=O)Nc2ccc(-c3nc4ccccc4[nH]3)cc2)c(F)c1F | -2 | 1 | 7 | -1.3 | 7 | 3 | 0 | 8 | 0
C=CCn1c(C)csc1=Nc1ccc(C(=O)O)cc1 | -2 | 1 | 3 | 0.9 | 0 | 2 | -1 | 2 | 7
CC(NC(=O)COC(=O)c1ccc(CO)cc1)C1CC2CCC1C2 (stereo unspecified) | 0 | · | 3 | 0.3 | -1 | 2 | · | 68* | ·
CCOC(=O)N1CCN(C(=O)c2cnc(Nc3ccccc3OC)c3ccccc23)CC1 | -1 | -4 | 7 | 1.2 | 1 | 5 | -1 | 3 | 2
O=C(CCl)N1CCN(S(=O)(=O)Cc2ccccc2)CC1 | 1 | · | -20 | 1.1 | -4 | -20 | · | 0 | ·
CCOc1ccc(CC(=O)NCC(=O)NCc2cc(=O)n(C)c(=O)n2C)cc1 | -1 | -4 | 0 | 0.6 | 4 | 0 | 0 | 5 | -1
COc1ccc(NC(=O)C(=S)NC2CCCCC2)cc1 | 0 | 0 | 3 | 1.3 | 9 | 7 | 0 | 1 | -1
C=C(C)COc1ccc(-c2n[nH]c(C)c2-c2ccccc2)c(O)c1 | 4 | -2 | -7 | 5.8 | 5 | 9 | 0 | 4 | 1
COc1ccc(S(=O)(=O)N(C)CC(=O)N2CCC(C(N)=O)CC2)cc1 | -4 | 8 | 3 | 0.5 | 1 | -3 | 0 | -4 | -5
O=C(NCC(=O)N(c1ccccc1F)C(C(=O)NC1CCCC1)c1ccncc1)c1ccco1 (stereo unspecified) | -1 | 12 | -3 | -1.1 | 1 | -13 | -1 | -5 | 3
Cc1cc(/C=C2/NC(=O)NC2=O)c(C)n1-c1cccnc1 | 0 | -5 | 7 | 1.4 | 26 | -4 | -2 | 1 | 0
NCCCC[C@@H](C(=O)N1CCNCC1)n1cc(CN)nn1 | 5 | -8 | -1 | 0.3 | -3 | 8 | -2 | 1 | 0
NC(=O)CC(NC(=O)Cc1cccc2ccccc12)c1ccc(NC2CCCCC2)c([N+](=O)[O-])c1 (stereo unspecified) | 20* | 15 | -2 | 0.0 | 0 | -6 | 10 | -1 | 2
O=C(NCCCn1ccnc1)Nc1ccc(Cl)cc1 | 1 | -6 | -3 | 0.2 | 21 | 10 | -2 | -4 | -3
CCOCCCNc1nc2c(-c3ccccc3)nnn2c2ccccc12 | -3 | -11 | 4 | 0.2 | 27 | 14 | 0 | 2 | -1
COc1cc(/C=N/NC(=O)CN(Cc2ccccc2)S(=O)(=O)c2ccc3c(c2)OCCO3)ccc1O | -1 | 5 | 10 | 2.1 | 1 | 6 | 2 | 12 | -1
O=C(N/N=C/c1c(F)cccc1Cl)c1ccc(Cn2cc(Br)cn2)o1 | 3 | 5 | 10 | 0.1 | 49* | 11 | -1 | -4 | -2
COC(=O)c1cnc2c(C(F)(F)F)cccc2c1OC | -3 | 2 | -4 | 0.6 | 2 | 19 | -1 | -11 | 5
Cc1c(C(=O)OCC(=O)NCC2CCCO2)oc2ccccc12 (stereo unspecified) | · | · | -2 | · | 1 | 9 | · | 6 | ·
O=C(NCc1ccc(F)cc1)C1CCN(S(=O)(=O)c2cccc3nonc23)CC1 | 0 | -3 | 8 | 0.1 | -2 | 8 | 0 | 2 | 1
O=C(NCCc1ccc(Cl)cc1)c1cccc(NC2=NC3CS(=O)(=O)CC3S2)c1 (stereo unspecified) | 3 | 5 | 7 | 1.4 | 2 | 8 | 0 | 7 | -3
O=C(Nc1nnc(-c2ccco2)o1)C1CCCCC1 | -3 | -3 | 7 | -0.5 | 0 | 6 | -1 | 4 | 5
c1ccc2c(c1)nc1n2CCN1CCNC1CCCCC1 | -1 | 0 | 3 | 1.9 | 4 | 4 | -2 | 0 | 2
C=C(C)CN(CC)c1nc(N)c(C#N)c(CC#N)c1C#N | -3 | -13 | 4 | 1.0 | 3 | 3 | -3 | -1 | 6
Cc1ccc(NS(=O)(=O)c2ccc(C(=O)NCC(c3ccco3)N3CCCCC3)cc2)cc1 (stereo unspecified) | 1 | 1 | -6 | 0.3 | -1 | 11 | 1 | 1 | -6
CCN(Cc1ccccc1)C(=O)CN1C(=O)COc2ccc(S(=O)(=O)NC3CCCC3)cc21 | -4 | 5 | -3 | 2.1 | 2 | 1 | 6 | -1 | -3
O=C1C2C3CC(C2C(=O)N1c1cccc(Cl)c1)[C@H](O)C3O (stereo partly specified) | -2 | -3 | -14 | -0.1 | 1 | 2 | -6 | 6 | 1
C=CCNC(=S)NCc1ccccc1OC | 4 | 1 | 1 | -3.5 | 6 | 1 | 7 | 1 | -2
CCOC(=O)c1ccc(NC(=S)NCc2ccccc2)cc1 | 4 | -3 | -6 | 4.0 | 2 | 3 | 5 | -11 | 5
CCOC(=O)C1CCN(Cc2ccc(O)c(OC)c2)CC1 | -1 | -16 | 13 | 2.8 | -1 | 0 | -5 | -3 | 2
Cc1cc(C(=O)CSc2nnc(C3COc4ccccc4O3)n2C)c(C)n1-c1ccc(F)cc1 (stereo unspecified) | 2 | 19 | -6 | 1.0 | 3 | 3 | -7 | -2 | -3
CCOc1ccc(-n2c(SCC(=O)N3CCC(C(=O)O)CC3)nc3ccccc3c2=O)cc1 | -3 | 4 | -9 | 1.5 | -2 | 1 | -2 | -3 | 8

Some values from the list:
`CCOc1ccc(-n2c(SCC(=O)N3CCC(C(=O)O)CC3)nc3ccccc3c2=O)cc1` – Fh CTSL1 inh = 8
`CCOC(=O)C1CCN(Cc2ccc(O)c(OC)c2)CC1` – TPT1 inhibitor = -5
`CCN(Cc1ccccc1)C(=O)CN1C(=O)COc2ccc(S(=O)(=O)NC3CCCC3)cc21` – PAFAH2 inh = -1
`O=C(Nc1nnc(-c2ccco2)o1)C1CCCCC1` – TPT1 inhibitor = -1

3 entries out of the list above, ordered by the number in core dimer inh, largest number first.
SMILES	core dimer inh
Cc1ccc(NS(=O)(=O)c2ccc(C(=O)NCC(c3ccco3)N3CCCCC3)cc2)cc1 (stereo unspecified)	1
O=C(Nc1nnc(-c2ccco2)o1)C1CCCCC1	-3
CCOC(=O)C1CCN(Cc2ccc(O)c(OC)c2)CC1	-16

Carrying on:
SMILES | PP1 inh | core dimer inh | procasp3 activ | PP5 inh | AHR activator | proCasp7 act | TPT1 inhibitor | PAFAH2 inh | Fh CTSL1 inh
O=C(O)C1Sc2[nH]c(=O)sc2C2c3cc(Cl)ccc3OC(=O)C12 (stereo unspecified) | -2 | -3 | -14 | 3.0 | 4 | -1 | 1 | 7 | 0
O=C(CN1CCOCC1)N1c2ccccc2Sc2ccccc21 | 2 | 0 | -4 | -0.5 | 12 | -3 | 0 | -7 | -3
CCn1cc(S(=O)(=O)CC(=O)Nc2cccc(C)c2)c2ccccc21 | -1 | 5 | 5 | -0.8 | 7 | 4 | 2 | -3 | -1
CCOC(=O)c1c(C)[nH]c(C(=O)OCC(=O)c2c(N)n(C)c(=O)n(C)c2=O)c1C | -1 | -4 | 6 | -0.8 | 0 | 9 | 3 | · | 2
O=C(Nc1ccc([N+](=O)[O-])cn1)C1CCCCC1 | 8 | -13 | -9 | 4.1 | 0 | -5 | -7 | 3 | -2
CCCNC(=O)c1ccccc1NC(=O)COc1cccc2c1OC(C)(C)C2 | -1 | 0 | 6 | 2.8 | 12 | 4 | 0 | 8 | 3
C/C(CC(=O)Nc1cc(Cl)ccc1Cl)=N\NC(=O)c1ccco1 | 2 | -3 | 1 | 3.5 | 91* | 2 | 0 | -5 | 1
CCN1CCN(c2ccc([N+](=O)[O-])cc2C(=O)c2ccc(Cl)cc2)CC1 | -1 | 2 | -5 | 0.4 | -1 | -4 | -6 | 3 | 3
O=C(CSc1ncccn1)Nc1ccc2c(c1)OCO2 | · | · | 4 | · | 11 | 7 | · | -2 | ·
CC(=O)Nc1ccc(N=c2cc([N+](=O)[O-])cc(Cl)n2O)cc1 | 0 | -3 | 12 | 0.1 | 2 | 4 | -5 | -5 | 7
CN(C)CCNCc1ccc(OC2CCCC2)cc1 | 0 | 1 | -2 | 2.5 | 0 | -4 | -3 | -7 | -3
O=C(Nc1ccc(S(=O)(=O)N2CCOCC2)cc1)c1cc(-c2ccccc2O)n[nH]1 | -3 | 0 | 2 | -0.6 | 1 | -2 | 7 | -27 | 1
CC(C)Cc1nnc(NC(=O)CSc2nc(=O)cc(N)n2-c2ccccc2)s1 | -4 | 4 | -7 | -1.4 | 3 | -6 | -4 | -2 | -1
O=C(NNC(=O)c1cc(-c2ccccc2Cl)nc2ccccc12)c1csc(N2CCOCC2)n1 | 5 | -6 | -5 | 1.1 | 1 | -7 | 1 | 12 | 2
O=C1NC2(CCCCCC2)N=C1c1ccc(Br)cc1 | 2 | 6 | 6 | 1.5 | 4 | 7 | -3 | 1 | -1
O=C(CSc1n[nH]c(-c2ccc(S(=O)(=O)NC3CCCCC3)cc2)n1)N1CCCC1 | -2 | -4 | -6 | 1.2 | 0 | 12 | -3 | 3 | -3
O=C(Cn1c(=O)n(Cc2ccccc2)c(=O)c2ccccc21)NCc1ccco1 | -6 | -5 | 3 | 3.1 | 2 | 0 | -1 | 5 | -1
CCN(CC)CCCNc1nc(-n2nc(C)cc2C)nc2sc3c(c12)CC(C)(C)OC3 | -4 | -6 | -1 | 0.9 | 6 | 8 | -4 | -11 | 0
CCNC(=O)NC(=O)CSc1ccc(NC(C)=O)cc1 | -4 | -10 | -5 | 0.8 | 5 | -1 | -6 | -1 | -4
O=C(C1CCN(S(=O)(=O)c2cnc[nH]2)CC1)N1CCc2ccccc2C1 | -6 | -1 | 2 | -4.1 | -1 | -1 | 1 | 2 | -3
COc1cccc(CNC(=O)Cc2ccc(Br)cc2)c1 | -1 | 3 | -4 | -4.4 | 2 | -4 | 4 | 9 | 1
O=C(Nc1ccccc1C(=O)O)c1cc(S(=O)(=O)N2CCCCC2)c(Cl)cc1Cl | 3 | 13 | -1 | 1.7 | 4 | 3 | -4 | 9 | 4
CCn1c(O)c2ccc(C(=O)N=NC(=O)c3ccccc3)cc2c1O | 0 | -6 | 0 | 6.0 | 3 | -12 | 2 | -2 | 0
COc1ccc(N2CCN(C(=O)CCc3ccc(S(=O)(=O)NCC(C)C)cc3)CC2)cc1 | 1 | 1 | -4 | 0.1 | 1 | 9 | -1 | 6 | 2
